Screens (PubChem BioAssay)
HEK293 cAMP ctrl – parental HEK293 cAMP activation (counter-screen); parental HEK293 CNG cAMP sensor, membrane potential fluorescence; Potency, µM (doses to about 57.1 µM), without a hit: at the top dose activation, most hits filed as activators; 73,000 compounds, 2.5% hits; AID 938; further: potency means the concentration at half of the fitted maximal effect; % of control where 0% means no effect; nearly all actives have a fitted effect of over 55% in size
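Parental HEK 293 cells stably expressing a modified CNG channel (no TSHR) report cAMP rise as membrane depolarization. Membrane potential dye with 100 uM RO 20-1724 was loaded for 60 min at room temperature, then compound added for 30 min; fluorescence read at 590 nm.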
ERK AVP inh – inhibitors of vasopressin-stimulated ERK signaling pathway | 72,000 compounds, 0.99% hits | HEK293-V1b, vasopressin-stimulated pERK AlphaScreen | AID 995 | Potency, µM (top dose mostly 57.5 µM), for inactives: at the top dose activity, negative = inhibition, most hits filed as inhibitors; further: potency means the concentration at half of the fitted maximal effect; on the % scale 0 is the no-effect control and ±100 the full control effect; nearly all actives have a fitted effect of over 55% in size
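V1b-HEK293 cells; cpd 30 min 37C; 25 nM vasopressin 5 min; lyse 10 min; AlphaScreen beads 5 hr RT. Normalized to DMSO basal and 25 nM vasopressin; AC50 by Hill fit.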
Casp1 inh – caspase-1 (human) inhibition, allosteric or competitive | Potency, µM (titrated, usually from 57.5 µM), for the others: at the top dose activity change, negative = inhibition, most hits filed as inhibitors | P29466 | 75,000 compounds, 0.03% hits | Caspase-1 enzyme, Ac-WEHD-AFC fluorogenic rate;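 further: potency means the concentration at half of the fitted maximal effect; plate controls were vehicle for no effect and no substrate for full effect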
Target sequence (P29466 120-297 limits assumed): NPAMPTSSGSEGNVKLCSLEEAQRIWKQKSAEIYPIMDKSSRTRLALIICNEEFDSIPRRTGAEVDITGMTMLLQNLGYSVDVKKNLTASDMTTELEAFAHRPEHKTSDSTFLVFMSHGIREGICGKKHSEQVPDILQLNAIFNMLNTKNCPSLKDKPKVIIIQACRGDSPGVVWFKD
Target sequence (P29466 317-404 limits assumed): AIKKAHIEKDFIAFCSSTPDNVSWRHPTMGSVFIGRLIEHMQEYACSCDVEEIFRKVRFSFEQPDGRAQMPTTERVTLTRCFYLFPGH
Caspase-7 inhib – caspase-7 (human) inhibition, allosteric or competitive; P55210; recombinant caspase-7, Ac-DEVD-AFC fluorescence rate; Potency, µM (top dose mostly 57.5 µM), inactives show at the highest dose activity change, negative = inhibition, hits mostly inhibitors; 75,000 compounds, 0.02% hits; AID 889; active means well fitted inhibition curve with a large enough effect in the main read-out, with a control signal flat, not every such curve was filed as active; inconclusive means small, poorly fitted or top-dose-only effect, or a change in a side signal; further: potency means the concentration at half of the fitted maximal effect; % of control where 0% means no effect
A350 autofl – compound fluoresces in the Alexa 350 spectral region | max dye-equivalent concentration, M | Compound autofluorescence, 340/450 nm, Alexa 350 dye-equivalents; active compounds read high | AID 590 | 59,000 compounds, 11% hits; in the data active means max dye-equivalent concentration above about 10 nM; inconclusive means mostly about 1.1 nM to 9.6 nM
Tau filament bind – binds recombinant human tau filaments; recombinant tau filaments, thioflavin S fluorescence, 15 h; filaments grown with octadecylsulfate alongside compound; Potency, µM (series often up to 57.1 µM), without a hit: top-dose activity change, negative = inhibition; 71,000 compounds, 2% hits; P10636;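 further: potency means the concentration at half of the fitted maximal effect; on the % scale 0 is the no-effect control and ±100 the full control effect; actives lower thioflavin S fluorescence by blocking filaments or displacing dye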
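His-tagged recombinant human tau (exons 2, 3 and 10 included), 1 uM, was induced to fibrillize by 30 uM sodium octadecylsulfate with compound present. After 15 h at 37 C, thioflavine S fluorescence (ex 450, em 510 nm) was read.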
BRCT inh green – inhibitors of human BRCA1 BRCT-phosphoprotein interaction (green fluorophore); P38398; BRCA1 BRCT-phosphopeptide binding, green fluorescence polarization; Potency, µM (doses to about 76.9 µM), without a hit: top-dose activity change, negative = inhibition, most hits filed as inhibitors; 75,000 compounds, 0.05% hits; AID 875;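 further: potency means the concentration at half of the fitted maximal effect; plate controls were peptide without protein for full effect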
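Compounds were incubated for 12 min at room temperature with a complex of 100 nM fluorescein-tagged pBACH1 decapeptide and 250 nM His-tagged BRCT protein. Buffer was phosphate pH 7.3 with EDTA, DTT and Tween 20. Disruption of binding lowers the polarization signal.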
FLuc inh – firefly luciferase inhibition; P08659; purified firefly luciferase, luminescence, 8 min; Potency, µM (titrated, usually from 57.1 µM), inactives show at the top dose activity change, negative = inhibition, hits mostly inhibitors; 72,000 compounds, 2.2% hits; AID 411; further: potency means the concentration at half of the fitted maximal effect; on the % scale 0 is the no-effect control and ±100 the full control effect; nearly all actives have a fitted effect of over 40% in size
Target sequence (P08659 whole entry, looked up): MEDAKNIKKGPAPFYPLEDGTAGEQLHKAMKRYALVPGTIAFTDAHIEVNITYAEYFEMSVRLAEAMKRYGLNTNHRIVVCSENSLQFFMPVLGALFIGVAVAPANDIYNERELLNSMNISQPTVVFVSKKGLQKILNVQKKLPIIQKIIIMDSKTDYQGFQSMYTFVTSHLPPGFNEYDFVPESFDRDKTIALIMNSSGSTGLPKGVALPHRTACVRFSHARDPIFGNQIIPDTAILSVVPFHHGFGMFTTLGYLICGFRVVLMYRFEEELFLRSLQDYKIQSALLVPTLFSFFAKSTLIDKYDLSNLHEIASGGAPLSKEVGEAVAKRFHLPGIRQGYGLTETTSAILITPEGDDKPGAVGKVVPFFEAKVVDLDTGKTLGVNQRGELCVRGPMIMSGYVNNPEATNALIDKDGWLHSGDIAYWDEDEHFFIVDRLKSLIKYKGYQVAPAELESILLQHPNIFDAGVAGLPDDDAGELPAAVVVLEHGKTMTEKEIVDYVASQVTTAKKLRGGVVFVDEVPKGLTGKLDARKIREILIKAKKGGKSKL
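qHTS concentration-response profiling: light output of P. pyralis luciferase with luciferin and 10 uM ATP, imidazole buffer pH 7.2. Read by luminescence after 8-min room-temperature incubation.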
CRE Fsk mod – alters forskolin-stimulated CRE reporter signaling in CHO cells; CHO CRE-bla reporter (cAMP response element driving beta-lactamase), forskolin EC10, beta-lactamase ratio; 71,000 compounds, 2.5% hits; Potency, µM (highest dose often 38.2 µM), for the others: at the top dose activity change, negative = inhibition, hits mostly activators; active means well fitted activation curve with a large enough effect in the signal ratio, with a control signal flat, not every such curve was filed as active; inconclusive means small, poorly fitted or top-dose-only effect, or effect the other way, or a change in a side signal; the % refers to the signal ratio; further: potency means the concentration at half of the fitted maximal effect; % of control where 0% means no effect
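CRE-bla CHO cells stimulated with EC10 NKH 477 (water-soluble forskolin) and compound titrations, 3 h at 37C; beta-lactamase read with CCF4 after 2 h at room temperature. Activity from 460/530 nm emission ratio, AC50 values for positive or negative modulation.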
BRCT PPI red – inhibitors of human BRCA1 BRCT-phosphoprotein interaction (red fluorophore); P38398; BRCT-phosphopeptide binding, red fluorescence polarization; Potency, µM (highest dose often 76.9 µM), for inactives: at the top dose activity change, negative = inhibition, most hits filed as inhibitors; 75,000 compounds, 0.03% hits; AID 892; further: on the % scale 0 is the no-effect control and ±100 the full control effect
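Rhodamine-labelled pBACH1 10-mer (100 nM) bound to BRCT domain (100 nM) at pH 7.3; compounds incubated 12 min room temperature, polarization read. Free peptide defines full inhibition; unlabelled decapeptide titrated as control.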
USP2a inh – blocks human ubiquitin-specific protease USP2a | O75604 | USP2a enzymatic assay, qHTS inhibition | Potency, µM (highest dose often 38.3 µM), without a hit: top-dose activity change, negative = inhibition, actives largely listed as inhibitors | 60,000 compounds, 0.1% hits;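 further: potency means the concentration at half of the fitted maximal effect; nearly all actives have a fitted effect of over 60% in size; plate controls were DMSO for no effect and NEM full inhibition control for full effect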
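USP2 core (20 nM final) was preincubated with compound for 30 min at RT in 20 mM Tris-HCl pH 8.0, 2 mM CaCl2, 2 mM beta-mercaptoethanol; Ub-PLA2 (20 nM) plus NBD C6-HPC (20 uM) then added, fluorescence read after 2.5 h.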
An asterisk follows results filed as active; i = inactive; ? = inconclusive; nt = no result given; [ ] = dose if it differs, or a comment. Unless noted, the call rests on the fitted dose curve; in most records, active means well fitted curve in the direction sought with a large enough effect; inconclusive means small, poorly fitted or top-dose-only effect, or another doubt; inactive means no such curve, though single readings can be large; an effect the other way counts as inactive or inconclusive. Rows were taken by chance; 16% or so of the library scored in one or more.

SMILES | HEK293 cAMP ctrl | ERK AVP inh | Casp1 inh | Caspase-7 inhib | A350 autofl | Tau filament bind | BRCT inh green | FLuc inh | CRE Fsk mod | BRCT PPI red | USP2a inh
CC(=O)NCC(=O)N(c1ccccc1)C1(C(=O)NC2CCCCC2)CCCCC1 | 17% | 5% | -2% | -2% | i | 1% | 0.5% | -2% | 17% | -1.4% | 7%
COC(=O)CSc1nc(C(C)C)nc2ccccc12 | ? | -2% | 2% | -4% | i | -12% | -0.5% | 0% | 21% | -0.9% | ?
O=C(Cn1c(-c2ccc(Cl)cc2)noc1=O)N1CCN(c2ccccc2F)CC1 | 25% | 4% | -2% | -2% | i | -12% | -0.4% | 5% | -17% | 0.1% | 17%
CCC(C)(C)NC(=O)C(c1cccn1C)N(C(=O)Cn1nnc2ccccc21)c1ccc(F)cc1 (stereo unspecified) | 1% | 3% | 1% | 1% | i | -3% | -1.4% | 2% | -4% | -0.3% | 10%
O=C(O)CCCC(=O)NCCCCc1ccccc1 | 17% | -21% | 1% | 0% | nt | 2% | -1.0% | 1% | -2% | 0.1% | 4%
CN(C)Cc1ccccc1-c1cc(N(C)C)ncn1 | 3% | -1% | 2% | -1% | i | 9% | -3.2% | 1%[2.29 µM] | 3% | -0.2% | -14%
COC(=O)CCSc1nccn1Cc1ccccc1 | 1% | -11% | -3% | -1% | ? | 8% | 3.0% | -1% | ? | 0.3% | 1%
COc1ccc(-c2noc(-c3ccccc3Cl)n2)cc1OC | ? | -17% | -2% | -2% | i | 137% | -0.8% | 16µM* | ? | -0.8% | 2%
CCO[C@H](c1cc(OC)cc([N+](=O)[O-])c1OC)[C@H](C)/C=C\CC(=O)OC | 3%[11.4 µM] | 4%[11.5 µM] | 0%[11.5 µM] | 0%[11.5 µM] | nt | nt | 3.4%[15.4 µM] | 3%[11.4 µM] | nt | 1.0%[15.4 µM] | nt
C[N+](C)(C)CCCSc1nc2ccccc2[nH]1 | -2%[11.4 µM] | -12%[11.5 µM] | -2%[11.5 µM] | -1%[11.5 µM] | i | 1%[11.4 µM] | -0.9%[15.4 µM] | 2%[11.4 µM] | -1%[7.6 µM] | 0.6%[15.4 µM] | nt
N=C1C(c2ccc(Br)cc2)=C(O)C2CCc3ccccc3N12 (stereo unspecified) | -65%[inhibitor] | 16% | -1% | 6% | i | -4% | 0.1% | -1% | ? | 1.0% | 11%
C=C(C)Cn1c(C(C)NC(=O)CCC)nc2ccccc21 (stereo unspecified) | -3% | 16% | 3% | 0% | i | 4% | -1.7% | 3% | -12% | -1.0% | 1%
CC1=CC(=O)C2=C(C)CCC3C(C)C(=O)OC3C12 (stereo unspecified) | nt | 28% | 1% | 0% | nt | nt | -0.4% | nt | nt | 0.5% | nt
C[C@H]1[C@H]2CC[C@H]3C4CC=C5C[C@@H](N(C)C)CC[C@]5(C)C4CC[C@]23CN1C (stereo partly specified) | nt | -2% | -3% | 1% | nt | nt | -0.5% | nt | nt | -0.3% | nt
CO[C@@H]1COC(=O)CCC[C@@H](C)[C@H](OC)COC(=O)[C@H](Cc2ccccc2)NC(=O)C/C=C\[C@H]1C | 20%[11.4 µM] | 13%[11.5 µM] | -9%[11.5 µM] | 0%[11.5 µM] | nt | nt | -1.1%[15.4 µM] | -1%[11.4 µM] | nt | 0.6%[15.4 µM] | nt
COc1ccccc1Cc1nc(-c2ccc(C)cc2)no1 | ? | 72%[activator] | -2% | -1% | 1.7e-08M* | 0% | 0.8% | -4% | -1% | 0.1% | -9%
Cc1noc(C)c1C(=O)N1CCC2(CCCN(c3ccccn3)C2)CC1 | -6% | 3% | -2% | 0% | i | -5% | -0.6% | 1%[11.4 µM] | -9% | -0.3% | 12%
Cn1c(=O)n(CCc2ccccc2)c(=O)c2c1nc1n2CCCN1CCc1ccccc1 | -30% | 13µM* | -5% | -6% | i | -24% | -1.0% | -1% | ? | -0.7% | -1%
CCOC(=O)c1ccc(CSc2nnc(-c3ccncc3)n2N)cc1 | -1% | ? | -1% | 0% | i | -1% | 0.6% | -28% | -4% | -2.1% | 6%
O=C(CCCn1c(SCC(=O)c2ccc(Cl)cc2)nc2ccccc2c1=O)NCc1ccco1 | ? | -9% | -6% | -3% | i | 13% | -3.1% | 0% | 8% | 0.6% | 4%
CCOC(=O)c1cncc(NC(=O)c2ccccc2)c1 | 22% | -8% | 1% | 2% | i | -1% | -1.1% | 0% | ? | 0.5% | 11%
COc1ccc(/C=N/n2c(SC)nnc2-c2ccccc2)c(OC)c1OC | ? | -27% | -2% | -4% | nt | 16% | 13% | 0% | ? | -2.9% | 7%
CCC(c1nnnn1C1CCCC1)N(Cc1cccs1)Cc1cc2cccc(C)c2[nH]c1=O (stereo unspecified) | 24% | -7% | 0% | -2% | i | 19% | 4.0% | 1% | ? | -0.7% | 58%[activator]
CCOc1ccccc1CN1CCN(S(=O)(=O)CC)CC1 | 19% | -9% | 0% | 5% | i | -3% | -0.2% | 2% | 8% | 0.6% | -11%
COc1ccccc1C1(O)CC2CCC(C1)N2S(=O)(=O)c1ccc(C(C)=O)cc1 (stereo unspecified) | 17% | -8% | -2% | 2% | i | -2% | 0.5% | 2% | 3% | 0.5% | 12%
N#Cc1cccc(C(c2nnnn2CCc2ccccc2)N2CCN(C3CCCCC3)CC2)c1 (stereo unspecified) | -38%[inhibitor] | -5% | 0% | 1% | i | -5% | -0.7% | -1% | -5% | 0.9% | 25%
Cc1cc(C(=O)COC(=O)c2csc3c2CCCC3)c(C)n1C | 26% | -2% | -1% | -1% | i | 4% | -3.5% | -5% | ? | 0.3% | -2%
COc1ccc(CCC(=O)Nc2ccc(-c3noc(-c4ccc(OC)c(OC)c4)n3)cc2)cc1 | 25% | 10% | 0% | 0% | 1.6e-08M* | 18% | -3.2% | 2% | ? | 1.5% | -1%
COc1ccc(C2NC(=O)NC(C)=C2C(=O)Nc2cccc(C)c2C)cc1 (stereo unspecified) | 8% | nt | -3% | 1% | nt | 9% | -1.2% | 0% | ? | -1.7% | nt
Cc1cccc(N(CC(=O)NCc2ccc3c(c2)OCO3)C(=O)CCC(=O)Nc2ccccn2)c1 | 28% | ? | -1% | 2% | i | 4% | -3.0% | -1% | -13% | -0.4% | nt

Complete entries from above. Screens in order: HEK293 cAMP ctrl | ERK AVP inh | Casp1 inh | Caspase-7 inhib | A350 autofl | Tau filament bind | BRCT inh green | FLuc inh | CRE Fsk mod | BRCT PPI red | USP2a inh
N=C1C(c2ccc(Br)cc2)=C(O)C2CCc3ccccc3N12 (stereo unspecified) is entered as -65%[inhibitor] | 16% | -1% | 6% | i | -4% | 0.1% | -1% | ? | 1.0% | 11%
C[N+](C)(C)CCCSc1nc2ccccc2[nH]1 is entered as -2%[11.4 µM] | -12%[11.5 µM] | -2%[11.5 µM] | -1%[11.5 µM] | i | 1%[11.4 µM] | -0.9%[15.4 µM] | 2%[11.4 µM] | -1%[7.6 µM] | 0.6%[15.4 µM] | nt
CC1=CC(=O)C2=C(C)CCC3C(C)C(=O)OC3C12 (stereo unspecified) is entered as nt | 28% | 1% | 0% | nt | nt | -0.4% | nt | nt | 0.5% | nt
CCC(C)(C)NC(=O)C(c1cccn1C)N(C(=O)Cn1nnc2ccccc21)c1ccc(F)cc1 (stereo unspecified) is entered as 1% | 3% | 1% | 1% | i | -3% | -1.4% | 2% | -4% | -0.3% | 10%

Next entries.
SMILES | HEK293 cAMP ctrl | ERK AVP inh | Casp1 inh | Caspase-7 inhib | A350 autofl | Tau filament bind | BRCT inh green | FLuc inh | CRE Fsk mod | BRCT PPI red | USP2a inh
Cc1ccc(C(C)C)cc1C(=O)CC1(O)C(=O)N(C)c2ccccc21 (stereo unspecified) | 13% | -7% | 0% | -1% | ? | -5% | -0.6% | 1% | 10% | -0.5% | 6%
CC1CCN(c2oc(Cc3cccc4ccccc34)nc2C#N)CC1 | ? | -21% | -3% | 0% | i | 17% | -1.8% | 0% | ? | -0.4% | -12%
Clc1cccc(Cl)c1COc1ccncc1 | 12% | 20% | -2% | -1% | i | -2% | -0.9% | 1% | ? | -1.2% | 7%
CCOc1ccc2nc(NC(=O)CSc3nc4c(c(=O)n(C)c(=O)n4C)n3C(C)C)sc2c1 | 25% | ? | -1% | -1% | i | 47% | -3.8% | 2% | 4µM* | -0.1% | nt
CC1CCN(S(=O)(=O)c2ccc(-c3nnc(SCc4cccnc4)o3)cc2)CC1 | ? | -1% | 1% | 2% | i | -4% | -1.0% | 1% | 0% | 0.2% | nt
